Rtt109 HAT inh = C. albicans Rtt109 histone acetyltransferase inhibition; Q5AAJ8; purified Rtt109/Vps75, ThioGlo CoA-SH fluorescence, 4 h; inhibition, % at 34.9 µM; hit rate 0.16% among 330,000; AID 540336;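 active = inhibition of at least 50% in every replicate; inconclusive = best replicate reaches 50% inhibition but some replicates fall short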
Wnt act = activators of Wnt/beta-catenin signaling; Wnt/beta-catenin reporter cell assay, activator, plate reader; activation, % at 9.35 µM; hit rate 1.2% among 300,000; AID 743398; in the data active = activation above about 30%, passing the limit was not always enough; inconclusive = no clear call, values can overlap the other calls;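 note: 0% = neutral control wells and 100% = positive control wells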
dFosB activator = mouse delta FosB homodimer activation; P13346; hit rate 0.99% among 340,000; AID 493131; purified delta FosB, TAMRA-CDK5 oligo fluorescence polarization; percent of positive-control signal above neutral wells; activation, % at 25 µM;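 active = mean activation above about 17%, with every replicate also reaching it, limit read from the data, passing the limit was not always enough; inconclusive = only one of the two conditions met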;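 note: fluorescence polarization rise as delta FosB binds a TAMRA Cdk5 AP-1 oligo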
Target sequence (P13346 whole entry, looked up): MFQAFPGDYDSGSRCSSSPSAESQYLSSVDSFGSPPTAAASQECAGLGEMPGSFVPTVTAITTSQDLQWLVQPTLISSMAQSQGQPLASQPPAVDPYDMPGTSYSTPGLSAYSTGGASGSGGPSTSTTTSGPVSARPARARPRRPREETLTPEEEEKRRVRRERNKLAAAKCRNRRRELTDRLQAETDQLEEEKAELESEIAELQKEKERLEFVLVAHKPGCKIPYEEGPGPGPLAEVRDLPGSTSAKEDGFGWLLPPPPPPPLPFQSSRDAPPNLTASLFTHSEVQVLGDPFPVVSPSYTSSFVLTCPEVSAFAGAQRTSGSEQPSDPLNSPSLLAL
HTR5A ag ctr = counter-screen for OPRM1-OPRD1 agonists: human HTR5A agonism. P47898. HTR5A agonist assay, luminescence, cell-based. activation, % at 9.3 µM. hit rate 0.61% among 340,000; in the data active = activation mostly above about 9.5%, no sharp cut-off; inactive = mostly below about 7.6%;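 note: 0% = cells with vehicle only and 100% = reference agonist; strong numbers were not always called active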
SR-BI HDL uptake = inhibitors of mouse SR-BI mediated HDL lipid uptake. Q61009. ldlA[mSR-BI] CHO cells, DiI-HDL uptake fluorescence, 3 h. inhibition, % at 12.5 µM. hit rate 0.96% among 320,000. AID 488896;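 active = mean replicate inhibition of at least 70% and a set share of replicates each scoring 70 or more; inconclusive = meets just one of the two criteria; inactive = fails both criteria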;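 note: 0% = median of neutral control wells and 100% = median of positive control wells; values of inactives mirror those of a sister screen read the other way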
Target sequence (Q61009 whole entry, looked up): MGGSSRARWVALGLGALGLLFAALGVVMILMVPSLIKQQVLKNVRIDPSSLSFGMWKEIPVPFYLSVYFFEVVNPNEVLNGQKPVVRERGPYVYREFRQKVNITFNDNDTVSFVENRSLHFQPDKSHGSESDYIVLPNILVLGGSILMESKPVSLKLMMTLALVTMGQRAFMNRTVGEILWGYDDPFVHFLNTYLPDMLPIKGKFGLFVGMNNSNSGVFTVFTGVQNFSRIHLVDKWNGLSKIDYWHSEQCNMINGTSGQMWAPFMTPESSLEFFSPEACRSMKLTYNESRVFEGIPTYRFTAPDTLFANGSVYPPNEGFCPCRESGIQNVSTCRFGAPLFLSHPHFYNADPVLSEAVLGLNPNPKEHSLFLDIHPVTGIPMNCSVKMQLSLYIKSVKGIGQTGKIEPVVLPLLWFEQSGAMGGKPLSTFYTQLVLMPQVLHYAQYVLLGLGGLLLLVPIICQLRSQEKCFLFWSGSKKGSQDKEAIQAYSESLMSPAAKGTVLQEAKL
CDK5 p35 inh = inhibitors of human CDK5/p35 kinase | Recombinant CDK5/p35, ADP-Glo luminescence, 60 min | inhibition, % at 10 µM | AID 488839 | Q00535+Q15078 | hit rate 0.01% among 330,000;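 active = highest replicate inhibition of at least 50% and at least 75% of replicates reaching 50%; inconclusive = only one of the two criteria met; inactive = both criteria failed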;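 note: plate controls were DMSO neutral control for no effect and GW8510 at 10 µM for full effect; many of its hits are not listed in these tables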
MITF act = activators of MITF-driven TRPM1 promoter activity in SK-MEL-5 cells | hit rate 0.75% among 300,000 | SK-MEL-5 TRPM1-promoter luciferase, 24 h; % of positive control, neutral wells = 0 | activation, % at 12.5 µM | AID 588334;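 active = mean activation of at least 80% with every replicate also reaching 80%; inconclusive = mean reaches 80% but some replicate falls short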;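 note: 0% = neutral control wells and 100% = parthenolide positive control wells; values of inactives mirror those of a sister screen read the other way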
PvdQ acylase = P. aeruginosa PvdQ acylase inhibition. inhibition, % at 10 µM. purified PvdQ acylase, fluorescence plate reader. hit rate 0.063% among 340,000; in the data active = inhibition above about 30%, passing the limit was not always enough; inconclusive = no clear call, values can overlap the other calls;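 note: 0% = vehicle neutral wells and 100% = reference inhibitor wells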
SR-BI uptake up = activators of SR-BI mediated HDL lipid uptake; hit rate 0.096% among 320,000; CHO ldlA[mSR-BI] cells, DiI-HDL uptake fluorescence, 3 h; 100 = double the neutral-control signal; activation, % at 12.5 µM; AID 504775;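 active = mean replicate activation of at least 60% and every replicate at or above 60%; inconclusive = mean or all-replicate condition met, but not both; inactive = mean below 60% and not all replicates reaching 60%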;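 note: 0% = median plate neutral-control signal and 100% = twice that signal; values of inactives mirror those of a sister screen read the other way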
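Material: SR-BI-overexpressing, LDLR-lacking CHO cells; schedule: compound exposure 3 h, 37 °C; reagent: DiI-labelled HDL at 10 µg/mL final; technique: bottom-read fluorescence, 550/595 nm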
cardiac RTF act = cardiac RTF calcium sensitization; IANBD-labeled TnC RTF fluorescence at EC20 calcium; 0% EC20 calcium, 100% full calcium; activation, % at 7.2 µM; hit rate 0.24% among 340,000; AID 493008;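 active = activation above the mean over all tested compounds plus 3 SD, cut at about 30% in these data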;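 note: rise in fluorescence read as greater calcium sensitivity of cardiac thin filaments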
* = called active by the depositor; ? = inconclusive; . = not tested or not shown; & = joins results of further samples. Hits appear at their usual frequency; overall some 4.4% were active at least once.

SMILES	Rtt109 HAT inh	Wnt act	dFosB activator	HTR5A ag ctr	SR-BI HDL uptake	CDK5 p35 inh	MITF act	PvdQ acylase	SR-BI uptake up	cardiac RTF act
Cc1cccc(C(=O)Nc2ccc(C(=O)N/N=C/c3ccc4c(c3)OCO4)cc2)c1	-2	-2	16	3	85*	-6.6	-10	-17	-85	1
O=c1[nH]c(-c2ccccn2)nc2sc(-c3ccccc3)cc12	-27	-1	-43	2	21	-1.2	-40	-4	-21	-4
CC1=NN(c2ccccc2)C(=O)/C1=C/c1cccc(C)c1	.	1	-9	-2	16	-0.7	-12	-5	-16	3
Cc1csc(N/N=C\c2cccnc2)n1	7	5	8	0	.	1.4	?	-11	.	10
CCCCSc1nnc2c(n1)OC=Nc1ccccc1-2	6	13	1	-5	.	-1.0	4	-10	.	-2
COc1cccc(C(=O)Nc2ncc3c(n2)CC(c2ccc(OC)cc2OC)CC3=O)c1 (stereo not drawn)	-3	.	-22	-2	19	-0.8	-23	-2	-19	-3
CCC1(C)COC2(OC1)C(=O)Nc1ccccc12 (stereo not drawn)	1	1	-5	12	-4	0.9	-1	-13	4	5
COc1ccc(-c2nn(C)c3sc(C(=O)NCCN(C)C)cc23)cc1OC	-11	0	51*	-1	-11	0.6	17	0	11	2
O=S(=O)(Nc1nc2ccccc2nc1OCC(F)(F)F)c1cccs1	1	22	-3	3	-7	1.3	-12	-5	7	5
COc1ccccc1/C=N/NC(=O)CNC(=O)c1ccc(S(=O)(=O)N2CCCC2)cc1	5	?	-7	2	61	1.3	-21	-1	-61	-6
Cc1csc(NC(=S)NC(=O)c2ccccc2)n1	4	24	-11	8	.	2.3	109*	-5	.	-4
CCOC(=O)c1sc(NC(=O)c2cc3n(n2)C(C(F)(F)F)CC(c2ccccc2)N3)c(C(=O)OCC)c1C (stereo not drawn)	46	.	-13	-2	16	1.2	0	5	-16	-1
NS(=O)(=O)c1ccc(CCNC(=O)CNC(=O)Cc2ccccc2)cc1	3	-1	-4	2	-9	0.4	-8	-13	9	-2
N#Cc1ccc(N2Cc3ccccc3C2=NC(=O)c2cccs2)cc1	-11	18	-9	5	-21	-0.8	33	2	21	0
OCCCNc1nc(-c2ccc(Cl)cc2)nc2ccccc12	-2	-1	-23	5	50	0.2	.	-14	-50	0
COc1cccc2cc(C(=O)CS(=O)(=O)c3ccc(C(C)(C)C)cc3)c(=O)oc12	12	-1	2	0	-11	-1.2	8	-15	11	1
CC(C)c1ccc(OCCCCCN2CCOCC2)cc1	2	-1	-6	-5	-14	-0.1	10	-11	14	-2
CCCNC(=S)N1CCN(c2nc(-c3ccc(C)cc3)cs2)CC1	2	-3	-7	5	11	-0.2	-13	-4	-11	0
O=S(=O)(Nc1ccc(Br)cn1)c1ccc2ccccc2c1	-8	0	-1	2	-12	1.4	-10	-12	12	-5
O=C(NNC(=O)C1CC=CCC1)c1ccccc1O (stereo not drawn)	6	1	0	0	-10	-1.6	.	-26	10	4
COc1cccc2c1C(=O)C=C(C)C2=O	0	6	3	0	2	1.4	-65	-16	-2	3
CC(C)COc1ccc(CN=C(N)N=C(N)N)cc1Cl	.	-3	-32	5	1	-3.3	2	-8	-1	1
O=C(CCc1nnc(C2(c3ccc(Cl)cc3)CCC2)o1)NC1CC1	0	1	-2	-1	-4	2.7	15	-4	4	1
O=C(Nc1ccccc1C(F)(F)F)N1CCC(n2c(=O)[nH]c3ccccc32)CC1	3	-1	-1	.	14	-1.8	-9	-10	-14	-6
COc1ccc(C(=O)Cn2cc[n+](C)c2)cc1	-1	-1	-3	-1	-26	0.5	-2	16	26	-10
c1cc(C2OCCN2CC2COC3(CCCC3)O2)ccn1 (stereo not drawn)	2	.	1	2	-5	-3.3	5	-10	5	-1
COc1cc(SC)ccc1C(=O)NC1CCCCC1	-7	11	-1	0	0	1.6	27	-16	0	-3
COc1ccc(CCC(C)N2CCC(CO)(Cc3ccccc3)CC2)cc1 (stereo not drawn)	1	-6	-10	0	-29	-2.5	.	-3	29	6
O=[N+]([O-])c1cc(C(F)(F)F)cc([N+](=O)[O-])c1N1CCN(S(=O)(=O)c2ccccc2)CC1	7	.	12	-1	31	-1.0	-10	-5	-31	3
COc1cccc(C(=O)NCC(=O)N/N=C(\C)Cc2ccccc2)c1	-6	1	-7	3	-6	-2.0	1	-10	6	-2
O=C(CN1C(=O)/C(=C\c2ccccc2F)SC1=S)Nc1nc2ccccc2s1	-4	6	?	-6	-10	-1.5	-6	-11	10	2
COc1ccc([N+](=O)[O-])cc1NC(=O)CCN1CCOCC1	-4	-1	0	0	31	1.1	-6	-12	-31	1
COc1cccc(NC(=O)C(NCC(C)(C)CN(C)C)c2ccccc2)c1 (stereo not drawn)	6	-3	-8	-3	15	-0.6	-6	1	-15	-8
CC(C)[C@@H](C(=O)OCC(=O)Nc1ccc2c(c1)OCO2)N1C(=O)c2ccccc2C1=O	3	0	-5	4	2	0.0	-2	-6	-2	-4
CCOC(=O)c1ccccc1NC(=O)COC(=O)CCC(=O)N1CCOCC1	8	-2	-7	2	-4	-1.1	3	14	4	-3
CC1=NN(c2ccc([N+](=O)[O-])cc2)C(=O)/C1=C\N(C)C	2	5	6	1	-13	-0.2	10	-15	13	3
C[C@@H]1O[C@@H](Oc2c(-c3ccc(O)c(O)c3)oc3cc(O)cc(O)c3c2=O)[C@H](O)[C@H](O)[C@H]1O	16&26	-3&-6	0&3	4&1	3&-4	-0.6&0.9	-9&2	-14&1	-3&4	0&-3
NC(=O)c1cc(S(=O)(=O)NCc2ccc(F)cc2)cs1	-3	2	-4	1	-4	.	2	-14	4	2
COCC(C)NCc1cccc(OC)c1OC (stereo not drawn)	4	-1	-8	0	-2	0.7	.	0	2	5
O=C(CN1CCN(S(=O)(=O)N2CCCCC2)CC1)Nc1ccc(Br)cc1	1	0	-4	4	-1	0.2	14	-16	1	0
C/C(N)=C(/C#N)C(=O)COC(=O)CNS(=O)(=O)c1ccc(F)c(F)c1F	-6	-2	-3	-1	-11	-0.5	7	3	11	2
CC1CC(C)CN(S(=O)(=O)c2ccc3c(c2)oc(=O)n3CC(=O)NCCCOC(C)C)C1 (stereo not drawn)	-4	-3	0	1	-4	0.2	-11	-5	4	-4
COc1ccc(NC(=O)c2cc(S(=O)(=O)NCC3COc4ccccc4O3)ccc2F)cc1 (stereo not drawn)	0	.	-6	0	25	-0.2	-6	-3	-25	-2
COc1ccccc1C(=O)N1CCC(N2CCN(c3ccccc3)CC2)CC1	-11	0	-4	-1	-8	2.4	-15	-18	8	8
COc1cccc(C(=O)Nc2ccc(S(=O)(=O)Nc3nccc(C)n3)cc2)c1	-4	-2	1	-3	8	2.1	10	5	-8	2
Cc1csc(NC(=O)c2cc(-c3ccccc3)nc3ccccc23)n1	-7	-3	?	11	48	-0.4	11	1	-48	4
Cc1ccc(NC(=O)/C=C/C(=O)O)c(NC(=O)c2ccccc2)c1	6	1	0	0	-8	0.1	-12	-9	8	-3
O=[N+]([O-])c1cccc(CN2CCN(S(=O)(=O)Cc3ccccc3)CC2)c1	-3	0	0	1	8	-4.3	7	-6	-8	-1
CC1C(C#N)=C(N)OC2=C1C(=O)CC(c1ccccc1)C2 (stereo not drawn)	0	3	-4	-2	.	-0.7	5	-5	.	1
Cc1c(C)c2c(c(C)c1O)CCC(C)(C(=O)O)O2 (stereo not drawn)	-5	-1	-2	2	5	-0.2	3	-8	-5	3
COc1ccc(/C=C(\NC(=O)c2ccc(OC)c(OC)c2)C(=O)N2CCN(C)CC2)cc1	6	-2	-4	2	-6	1.1	5	0	6	-7
COc1ccc(CN2CCNC(=O)C2CC(=O)NCCc2cnccn2)cc1C (stereo not drawn)	0	2	-7	-2	-11	2.0	-6	-16	11	3
COc1ccc(/C=C/C(=O)NCCSCc2ccco2)cc1OC	11	3	-6	0	39	0.3	.	-7	-39	0
CCC(C)NC(=O)C1(O)c2cc(Br)ccc2NC(=O)N1c1cccc(OC)c1 (stereo not drawn)	5	0	-2	-5	-1	1.4	4	-1	1	7
Cc1ccc(C2(C)NC(=O)N(CC(=O)N3CCN(C(=O)c4cccs4)CC3)C2=O)cc1 (stereo not drawn)	6	-3	-13	4	-8	-0.9	-3	-12	8	-3
COC(=O)c1ccccc1NC(=O)CNC(=O)c1ccc(OC)cc1	0	-3	-3	-1	.	-0.3	2	-8	.	-3
COc1cc(C(=O)NC(=S)Nc2ccccc2N2CCOCC2)cc(OC)c1OC	-15	-1	-12	2	66	-1.8	-11	-13	-66	-1
Cc1ccc(S(=O)(=O)NCCC(=O)N2CCN(c3ccccc3)CC2)cc1C	1	-2	-15	2	25	0.6	-6	9	.	-4
Cc1c(Cl)cccc1NC(=O)c1ccco1	2	2	-3	-3	-14	0.3	.	-6	14	8
O=C(O)c1ccc2c(=O)n3cc(C(=O)c4ccccc4O)cc(Cl)c3nc2c1	4	1	-5	5	5	-1.6	-2	-12	-5	9
(list continues)
SMILES	Rtt109 HAT inh	Wnt act	dFosB activator	HTR5A ag ctr	SR-BI HDL uptake	CDK5 p35 inh	MITF act	PvdQ acylase	SR-BI uptake up	cardiac RTF act
Cc1cccc(C(=O)NC(C(=O)Nc2cccc(S(=O)(=O)N3CCCC3)c2)C(C)C)c1 (stereo not drawn)	-6	-4	0	6	8	0.0	-4	-17	-8	0
Cc1c(Cc2ccccc2)c(=O)oc2c(O)c(O)ccc12	5	-1	-14	.	14	1.5	-8	6	-14	.
CCN(CC)CCn1c(=S)[nH]c2cc(C(=O)NCc3ccccc3Cl)ccc2c1=O	-1	-2	8	0	-16	0.1	19	-3	16	-1
CS(=O)(=O)N1CCN(c2ccccc2F)CC1	2	0	-11	-2	-18	-0.2	.	-2	18	6
O=C(O)CCCC(=O)OCCCCc1cccs1	8	-5	-2	-8	-8	-2.4	1	-14	8	6
CCOc1ccc(NC(=O)C(C)O)c(NS(=O)(=O)c2ccc(CCNC(C)=O)cc2)c1 (stereo not drawn)	1	-1	2	4	.	-4.3	-10	-5	.	1
COc1ccc(C2CC(c3ccccc3O)=NN2C(=O)c2ccccc2)cc1OC (stereo not drawn)	1	-1	-9	1	-4	-2.3	-6	5	4	-7
COc1ccc(CN(C)C(=O)c2[nH]c(C)c(C(C)=O)c2C)c(OC)c1OC	2	0	-9	2	.	-0.5	-6	-7	.	3
CCN(CCO)c1ccc(-n2c(N)c(C(=O)OC)c3nc4ccccc4nc32)cc1	1	.	2	-1	2	3.7	-26	12	-2	-6
Cc1cccc(OCC(=O)OC(C)CN2CCCCC2)c1 (stereo not drawn)	-3	2	-4	-1	-11	-0.2	-3	-17	11	-3

Bioassay records as filed in PubChem BioAssay.
